# Assay outcomes as filed in PubChem BioAssay.
# IL2 activator: IL-2 activation | IL-2 activation reporter assay, cell-based qHTS; stimulated with anti-CD3/CD4/CD28 beads; in transgenic mouse T cells | activation, % (series mostly up to about 46 µM) | 0.065% of 360,000 active; in the data active = activation above about 50%; inconclusive = mostly about 30% to 49%; note: 0% is about no effect
#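 Readout is EGFP and DsRed signal by fluorescent plate cytometry after 18 h at 37 degrees C. Transgenic mouse T cells (750/well) received compound for 60 min before bead stimulation (anti-CD3, anti-CD4, anti-CD28); memory T cells served as non-tolerant control.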
# EPAC1 ag: activates human EPAC1 exchange factor. Potency, µM (highest dose often 154 µM), for inactives: top-dose activation, usual class: activators. EPAC1 agonist qHTS, biochemical assay; response scale: 100% = response to 6.5 mM cAMP. 0.073% of 360,000 active; note: potency is the fitted concentration of half-maximal effect; nearly all actives have a fitted effect of over 60% in size
#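 Fluorescent GDP-exchange assay: 100 nM EPAC1 with 250 nM Rap1B preloaded with BODIPY-GDP and 50 uM GDP; compounds tested as concentration series, 5 min at room temperature, then read every 5 min for 30 min (ex 480/em 540 nm); normalized to 6.5 mM cAMP.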
# EPAC1 antag: EPAC1 (human) antagonism; Potency, µM (top dose mostly 115 µM), for the others: at the top dose activity change, negative = inhibition, most hits filed as inhibitors; EPAC1 GEF assay, Rap1b-BODIPY-GDP exchange fluorescence; 0.14% of 360,000 active;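 note: potency is the fitted concentration of half-maximal effect; plate controls were vehicle for no effect and positive control for full effect; nearly all actives have a fitted effect of over 50% in size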
# EPAC2 agonist: agonists of human EPAC2 (RAPGEF4); EPAC2 activation, biochemical qHTS; response scale: 100% = 6.5 mM cAMP response; Potency, µM (series often up to 154 µM), without a hit: top-dose activation, hits mostly activators; 0.079% of 360,000 active; AID 720711; note: potency is the fitted concentration of half-maximal effect; nearly all actives have a fitted effect of over 50% in size
# Target sequence (Q8WZA2 whole entry, looked up): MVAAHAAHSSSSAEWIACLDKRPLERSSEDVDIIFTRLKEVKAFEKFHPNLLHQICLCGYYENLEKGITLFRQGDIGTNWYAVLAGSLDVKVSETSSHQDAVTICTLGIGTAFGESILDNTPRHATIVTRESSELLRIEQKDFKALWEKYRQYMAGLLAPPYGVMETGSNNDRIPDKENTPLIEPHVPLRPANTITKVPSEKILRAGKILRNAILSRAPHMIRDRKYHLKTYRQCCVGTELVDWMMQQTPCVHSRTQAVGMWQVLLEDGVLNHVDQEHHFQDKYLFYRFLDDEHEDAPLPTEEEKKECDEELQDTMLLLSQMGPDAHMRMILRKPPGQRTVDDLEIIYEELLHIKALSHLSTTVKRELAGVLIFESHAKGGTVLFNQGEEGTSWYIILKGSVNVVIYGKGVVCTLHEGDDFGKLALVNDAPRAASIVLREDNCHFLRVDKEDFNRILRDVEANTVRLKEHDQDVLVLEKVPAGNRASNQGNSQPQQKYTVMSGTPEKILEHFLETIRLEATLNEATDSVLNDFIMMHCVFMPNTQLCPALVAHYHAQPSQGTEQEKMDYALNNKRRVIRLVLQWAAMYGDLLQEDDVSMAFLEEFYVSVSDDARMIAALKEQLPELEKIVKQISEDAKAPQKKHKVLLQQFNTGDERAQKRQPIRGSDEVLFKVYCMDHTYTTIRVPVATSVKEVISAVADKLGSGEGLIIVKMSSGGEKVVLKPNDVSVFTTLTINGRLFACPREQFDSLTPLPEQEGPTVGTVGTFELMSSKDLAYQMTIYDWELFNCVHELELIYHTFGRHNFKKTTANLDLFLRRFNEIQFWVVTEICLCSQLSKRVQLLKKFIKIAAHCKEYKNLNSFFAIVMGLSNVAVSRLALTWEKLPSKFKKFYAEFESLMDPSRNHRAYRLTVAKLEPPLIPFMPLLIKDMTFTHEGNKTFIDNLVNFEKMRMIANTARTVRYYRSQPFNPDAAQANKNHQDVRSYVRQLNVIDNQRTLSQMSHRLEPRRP
#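 Compounds were titrated in qHTS against a Rap1B-BODIPY-GDP (250 nM) complex with EPAC2 (100 nM) and GDP (50 uM). BODIPY-GDP release tracked at 480/540 nm over 30 min at room temperature, normalized to 6.5 mM cAMP.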
# CCT chaperon mod: changes cytosolic chaperonin activity. 0.3% of 360,000 active. purified chaperonin ATPase assay, HTRF ADP detection, 30 min. activity change, % (no concentration beside the values), hits read low; in the data active = activity change below about -30%; note: % is set by controls: 0 for no effect and ±100 for the full control effect
#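 ATPase activity: ADP formed was measured by HTRF Transcreener (665/615 nm ratio) after 30 min at 37 deg C with 10 uM ATP. Compounds screened at one 76 uM concentration against 40 or 20 nM TRiC in Tris pH 7.4/KCl/MgCl2/DTT buffer.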
# PI5P4Ka inh: PI5P4K alpha (human) kinase inhibition. P48426. PI5P4Kalpha enzyme, ADP-Glo luminescence, 60 min; stronger effect = lower value. max response, %. 1.2% of 330,000 active. AID 652105; active = max response of -50% or lower; inconclusive = between -30% and -50%; inactive = -30% or higher; note: value at the top dose of about 77 µM; % is set by controls: 0 for no effect and ±100 for the full control effect
#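 qHTS, 1536-well: enzyme/substrate mix, compound by pin tool, 5 microM ATP final; RT 60 min; ADP-Glo reagents 1 (45 min) then 2 (30 min); luminescence.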
# PLK1 PBD inh: PLK1 (human) polo-box domain binding inhibition; P53350; Plk1 PBD binding of FITC phosphopeptide, fluorescence polarization; Potency, µM, for the others: max response, negative = inhibition, actives largely listed as inhibitors; 2.8% of 360,000 active; AID 720504; note: potency is the fitted concentration of half-maximal effect; series mostly up to about 57 µM; % is set by controls: 0 for no effect and ±100 for the full control effect; nearly all actives have a fitted effect of over 65% in size
# WRN inhibitor: WRN helicase (human) inhibition; 0.46% of 360,000 active; WRN helicase unwinding, fluorescent forked duplex, kinetic; Q14191; Potency, µM (doses to about 114 µM), inactives show at the top dose activity change, negative = inhibition, most hits filed as inhibitors; note: potency is the fitted concentration of half-maximal effect; % is set by controls: 0 for no effect and ±100 for the full control effect; nearly all actives have a fitted effect of over 55% in size
#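 Primary qHTS, 1536-well format. 20 nM WRN + compound, 15 min RT; start with 100 nM forked fluorophore/quencher duplex, 2 mM ATP (final); kinetic read ex 525/em 598 nm.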
# Active calls of the source: *; ? = inconclusive; · = not tested or not shown; [ ] = another dose, or the depositor's remark. Unless noted, calls come from the whole dose curve; as a rule, active = well fitted curve in the direction sought with a large enough effect; inconclusive = small, poorly fitted or top-dose-only effect, or another doubt; inactive = no such curve, though single readings can be large; an effect the other way counts as inactive or inconclusive. A portion of the library; count on the stated rates, not on these rows.
Molecule,IL2 activator,EPAC1 ag,EPAC1 antag,EPAC2 agonist,CCT chaperon mod,PI5P4Ka inh,PLK1 PBD inh,WRN inhibitor
CCCNS(=O)(=O)c1ccc(OCC(=O)NCc2ccco2)cc1,-0.2,0%,-20%,3%,-0.8,·,-6%,-8%
COc1ccc(OC)c(C2C(C#N)=C(N)N(N(C)C)C3=C2C(=O)CC(C)(C)C3)c1 (stereo unspecified),0.6,-2%,-3%,12%,-0.9,-7,-8%,3%
CCOC(=O)CCC(=O)Nc1ccc([N+](=O)[O-])cc1C,-0.6,15%,1%,8%,-1.9,3,-10%,0%
COc1ccc(CNC(=O)C(OC(C)=O)c2ccccn2)cc1 (stereo unspecified),-1.8,1%,11%,-4%,-2.3,1,2%,-12%
CCC(C(=O)c1ccc(O)cc1)c1ccccc1 (stereo unspecified),-2.5,-5%,-11%,8%,-2.6,14,-10%,10%[57.1 µM]
COc1cc(O)c(C(=O)O)c(CCc2ccccc2)c1,0.2,-7%,-8%,-1%,-0.9,?,-27%,-3%
O=S1(=O)CCC(NC(=S)N2CCOCC2)C1 (stereo unspecified),0.6,-5%,3%,-4%,-3.3,1,-1%,5%
Cc1cccc(NC(=O)Cn2nnc(C(=O)NCc3ccco3)c2N)c1,-0.1,14%,-8%,12%,-1.6,-1,-18%,-2%
COc1ccc(-c2csc(/N=C/N(C)C)n2)cc1OC,1.0,3%,-4%,2%,-1.8,-5,-28%,-8%
CN=c1sc2c(n1C)C(=O)c1ccccc1C2=O,0.0,2%,7%,6%,-0.3,-15,-25%,-23%
O=[N+]([O-])c1ccc2nc(-c3ccccc3[N+](=O)[O-])[nH]c2c1,-0.9,11%,-16%,8%,-4.3,-2,-18%,6%
C/C(=N\NC(=O)CCc1ccc(S(=O)(=O)N2CCOCC2)cc1)c1ccc(Br)cc1,-2.5,1%,-29%,7%,-3.1,0,-13%,-1%

# A draw from above in order of molar mass, descending.
Molecule,IL2 activator,EPAC1 ag,EPAC1 antag,EPAC2 agonist,CCT chaperon mod,PI5P4Ka inh,PLK1 PBD inh,WRN inhibitor
O=[N+]([O-])c1ccc2nc(-c3ccccc3[N+](=O)[O-])[nH]c2c1,-0.9,11%,-16%,8%,-4.3,-2,-18%,6%
O=S1(=O)CCC(NC(=S)N2CCOCC2)C1 (stereo unspecified),0.6,-5%,3%,-4%,-3.3,1,-1%,5%
CN=c1sc2c(n1C)C(=O)c1ccccc1C2=O,0.0,2%,7%,6%,-0.3,-15,-25%,-23%

# Later entries.
Molecule,IL2 activator,EPAC1 ag,EPAC1 antag,EPAC2 agonist,CCT chaperon mod,PI5P4Ka inh,PLK1 PBD inh,WRN inhibitor
CC(C)(C)OC(=O)CN1c2cccc3cccc(c23)S1(=O)=O,-0.6,-2%,-6%,3%,-2.8,-9,1%,1%
Cc1ccc(S(=O)(=O)N2CCC(C(=O)OCC(=O)N(Cc3ccccc3)C(C)C)CC2)cc1C,-0.2,9%,-3%,13%,-1.5,7,2%,-5%
CC1(Cc2ccc(S(C)(=O)=O)cc2)C(=O)Nc2ccc(Cl)cc21 (stereo unspecified),-0.7,3%,-8%,3%,0.4,1,0%,-1%
CS(=O)(=O)c1ccc(Cl)c(NC(=O)CSc2nnc3n2CCCCC3)c1,-2.8,-8%,18%,-4%,-0.6,7,8%,-2%
N#Cc1c(NC2CCCCC2)nc(-c2ccco2)c2c1CCCC2,7.7,14%,3%,18%,-1.5,-5,-19%,-12%
CC1CCC(C(C)C)C(OCC(O)CNC(C)C)C1 (stereo unspecified),-2.6,-14%,2%,5%,-0.7,0,-1%,4%
O=C(Nc1nnc(CC2=CCCCC2)s1)c1cccs1,0.8,-5%,1%,-8%,-1.4,1,-9%,-5%
O=C(Nc1ccc(F)cc1)c1ccccc1S(=O)(=O)c1ccccc1[N+](=O)[O-],0.1,-6%,-1%,-6%,-1.1,5,-5%,-4%
CCOc1cc(C2C(C#N)=C(N)Oc3n[nH]c(C)c32)ccc1OCCN1CCOCC1 (stereo unspecified),-2.5,-3%,7%,1%,0.7,-23,-17%,3%[57.1 µM]
COc1ccc(NC(=O)c2c(NC(=O)CNCc3ccco3)sc3c2CCC3)cc1,-0.1,16%,-3%,19%,-5.5,-4,-2%,-1%
COc1ccc(/C=C2\SC(=S)N(CCC(=O)NCCc3ccc(O)cc3)C2=O)cc1,2.0,-4%,-2%,-5%,0.1,-7,1%,1%
COc1ccccc1-c1nnc(SC(C)C(=O)NCC2CCCO2)n1C (stereo unspecified),-1.0,10%,12%,17%,-0.1,2,14%,5%
CC(=O)N1CCc2cc(Br)cc(S(=O)(=O)NCCCN(C)Cc3ccccc3)c21,-2.3,19%,11%,9%,-0.3,0,-13%,11%
CN(C(=O)c1ccc(NC(=O)Cc2cccc(NC(=O)C3CCN(C(=O)C4CC4)CC3)c2)cc1)C1CC1,0.0,-8%,3%,-12%,1.1,-2,1%,1%

# Another view of 3 compounds above:
CN(C(=O)c1ccc(NC(=O)Cc2cccc(NC(=O)C3CCN(C(=O)C4CC4)CC3)c2)cc1)C1CC1
  IL2 activator: 0.0
  EPAC1 ag: -8%
  EPAC1 antag: 3%
  EPAC2 agonist: -12%
  CCT chaperon mod: 1.1
  PI5P4Ka inh: -2
  PLK1 PBD inh: 1%
  WRN inhibitor: 1%
Cc1ccc(S(=O)(=O)N2CCC(C(=O)OCC(=O)N(Cc3ccccc3)C(C)C)CC2)cc1C
  IL2 activator: -0.2
  EPAC1 ag: 9%
  EPAC1 antag: -3%
  EPAC2 agonist: 13%
  CCT chaperon mod: -1.5
  PI5P4Ka inh: 7
  PLK1 PBD inh: 2%
  WRN inhibitor: -5%
N#Cc1c(NC2CCCCC2)nc(-c2ccco2)c2c1CCCC2
  IL2 activator: 7.7
  EPAC1 ag: 14%
  EPAC1 antag: 3%
  EPAC2 agonist: 18%
  CCT chaperon mod: -1.5
  PI5P4Ka inh: -5
  PLK1 PBD inh: -19%
  WRN inhibitor: -12%

# Gathered by group, the compounds so far containing a cyano group.
Molecule,IL2 activator,EPAC1 ag,EPAC1 antag,EPAC2 agonist,CCT chaperon mod,PI5P4Ka inh,PLK1 PBD inh,WRN inhibitor
COc1ccc(OC)c(C2C(C#N)=C(N)N(N(C)C)C3=C2C(=O)CC(C)(C)C3)c1 (stereo unspecified),0.6,-2%,-3%,12%,-0.9,-7,-8%,3%
N#Cc1c(NC2CCCCC2)nc(-c2ccco2)c2c1CCCC2,7.7,14%,3%,18%,-1.5,-5,-19%,-12%
CCOc1cc(C2C(C#N)=C(N)Oc3n[nH]c(C)c32)ccc1OCCN1CCOCC1 (stereo unspecified),-2.5,-3%,7%,1%,0.7,-23,-17%,3%[57.1 µM]
